Screens deposited in PubChem BioAssay by several laboratories.
Anthrax LF prot – blocks Bacillus anthracis lethal factor protease; P15917; multiplex microsphere protease cleavage assay, LF; inhibition, % at 10 µM; actives 0.12% (n = 360,000); also: plate controls were buffer without enzyme for full effect and enzyme alone for no effect
SARS 3CLpro inh – SARS-CoV 3CLpro protease inhibition. recombinant SARS-CoV 3CLpro, quenched FRET peptide cleavage. P0C6X7. actives 0.14% (n = 290,000). inhibition, % at 6 µM; in the data active = inhibition above about 12%
PriA SSB inh – K. pneumoniae PriA-SSBct interaction inhibition; actives 0.6% (n = 430,000); inhibition, % at 33 µM; AlphaScreen SSBct-PriA binding, biotinylated peptide; AID 1272365; in the data active = inhibition mostly above about 37%, no sharp cut-off; inactive = mostly below about 20%;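 also: plate controls were negative control peptide for no effect and reference peptide for full effect; strong numbers were not always called active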
CCHFV vOTU inh – CCHFV vOTU protease inhibition | inhibition, % at 11.5 µM | actives 0.55% (n = 370,000) | Pep-AMC fluorescence; in the data active = inhibition above about 30%; also: 0% = vehicle wells with enzyme and 100% = no enzyme wells
Yp Topo-I inh – Y. pestis Topo-I inhibition via cleavage products. Y. pestis Topo-I cleavage product accumulation, plate reader. actives 0.064% (n = 360,000). activity, % at 10 µM; in the data active = activity above about 50%, passing the limit was not always enough; inconclusive = no clear call, values can overlap the other calls; also: inactives centre near 2
Vc quorum ag – inducers of Vibrio cholerae quorum light production without autoinducers; V. cholerae BH1578 lux reporter, luminescence, 6 h; activation, % at 18.7 µM; actives 0.16% (n = 350,000); AID 588436; in the data active = activation mostly above about 9.7%, no sharp cut-off; inconclusive = no clear call, values can overlap the other calls; inactive = mostly below about 3.7%; also: not every result past the cut was called active; inactives centre near 0; reference of the scale not given here
PfHsp40 rescue – rescue of PfHsp40-mediated yeast toxicity. S. cerevisiae expressing PfHsp40, growth rescue, ATP luminescence. actives 0.68% (n = 340,000). AID 504582. growth rescue, % at 12.5 µM; in the data active = growth rescue above about 28%, passing the limit was not always enough; inconclusive = no clear call, values can overlap the other calls;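 also: yeast W303a lacking pdr1 and pdr3 grown in galactose medium; growth measured after three days at 30 °C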
BoNT-A LC inh2 – inhibitors of Botulinum neurotoxin A light chain protease | multiplex microsphere protease substrate cleavage, flow cytometry | inhibition, % at 10 µM | actives 0.17% (n = 360,000); also: plate controls were buffer without enzyme for full effect and enzyme alone for no effect
VHR inh abs – blocks human VHR1 dual specificity phosphatase; P51452; recombinant VHR phosphatase, pNPP absorbance; actives 0.52% (n = 290,000); inhibition, % at 13.3 µM; in the data active = inhibition above about 50%; also: some compounds called inactive have numbers as strong as hits
TcdB GH inh – inhibitors of Clostridioides difficile toxin B glycohydrolase | AID 652162 | actives 0.24% (n = 350,000) | P18177 | TcdB glycohydrolase enzymatic assay, plate reader | inhibition, % at 9.99 µM; in the data active = inhibition above about 10%
Target sequence (P18177 whole entry, looked up): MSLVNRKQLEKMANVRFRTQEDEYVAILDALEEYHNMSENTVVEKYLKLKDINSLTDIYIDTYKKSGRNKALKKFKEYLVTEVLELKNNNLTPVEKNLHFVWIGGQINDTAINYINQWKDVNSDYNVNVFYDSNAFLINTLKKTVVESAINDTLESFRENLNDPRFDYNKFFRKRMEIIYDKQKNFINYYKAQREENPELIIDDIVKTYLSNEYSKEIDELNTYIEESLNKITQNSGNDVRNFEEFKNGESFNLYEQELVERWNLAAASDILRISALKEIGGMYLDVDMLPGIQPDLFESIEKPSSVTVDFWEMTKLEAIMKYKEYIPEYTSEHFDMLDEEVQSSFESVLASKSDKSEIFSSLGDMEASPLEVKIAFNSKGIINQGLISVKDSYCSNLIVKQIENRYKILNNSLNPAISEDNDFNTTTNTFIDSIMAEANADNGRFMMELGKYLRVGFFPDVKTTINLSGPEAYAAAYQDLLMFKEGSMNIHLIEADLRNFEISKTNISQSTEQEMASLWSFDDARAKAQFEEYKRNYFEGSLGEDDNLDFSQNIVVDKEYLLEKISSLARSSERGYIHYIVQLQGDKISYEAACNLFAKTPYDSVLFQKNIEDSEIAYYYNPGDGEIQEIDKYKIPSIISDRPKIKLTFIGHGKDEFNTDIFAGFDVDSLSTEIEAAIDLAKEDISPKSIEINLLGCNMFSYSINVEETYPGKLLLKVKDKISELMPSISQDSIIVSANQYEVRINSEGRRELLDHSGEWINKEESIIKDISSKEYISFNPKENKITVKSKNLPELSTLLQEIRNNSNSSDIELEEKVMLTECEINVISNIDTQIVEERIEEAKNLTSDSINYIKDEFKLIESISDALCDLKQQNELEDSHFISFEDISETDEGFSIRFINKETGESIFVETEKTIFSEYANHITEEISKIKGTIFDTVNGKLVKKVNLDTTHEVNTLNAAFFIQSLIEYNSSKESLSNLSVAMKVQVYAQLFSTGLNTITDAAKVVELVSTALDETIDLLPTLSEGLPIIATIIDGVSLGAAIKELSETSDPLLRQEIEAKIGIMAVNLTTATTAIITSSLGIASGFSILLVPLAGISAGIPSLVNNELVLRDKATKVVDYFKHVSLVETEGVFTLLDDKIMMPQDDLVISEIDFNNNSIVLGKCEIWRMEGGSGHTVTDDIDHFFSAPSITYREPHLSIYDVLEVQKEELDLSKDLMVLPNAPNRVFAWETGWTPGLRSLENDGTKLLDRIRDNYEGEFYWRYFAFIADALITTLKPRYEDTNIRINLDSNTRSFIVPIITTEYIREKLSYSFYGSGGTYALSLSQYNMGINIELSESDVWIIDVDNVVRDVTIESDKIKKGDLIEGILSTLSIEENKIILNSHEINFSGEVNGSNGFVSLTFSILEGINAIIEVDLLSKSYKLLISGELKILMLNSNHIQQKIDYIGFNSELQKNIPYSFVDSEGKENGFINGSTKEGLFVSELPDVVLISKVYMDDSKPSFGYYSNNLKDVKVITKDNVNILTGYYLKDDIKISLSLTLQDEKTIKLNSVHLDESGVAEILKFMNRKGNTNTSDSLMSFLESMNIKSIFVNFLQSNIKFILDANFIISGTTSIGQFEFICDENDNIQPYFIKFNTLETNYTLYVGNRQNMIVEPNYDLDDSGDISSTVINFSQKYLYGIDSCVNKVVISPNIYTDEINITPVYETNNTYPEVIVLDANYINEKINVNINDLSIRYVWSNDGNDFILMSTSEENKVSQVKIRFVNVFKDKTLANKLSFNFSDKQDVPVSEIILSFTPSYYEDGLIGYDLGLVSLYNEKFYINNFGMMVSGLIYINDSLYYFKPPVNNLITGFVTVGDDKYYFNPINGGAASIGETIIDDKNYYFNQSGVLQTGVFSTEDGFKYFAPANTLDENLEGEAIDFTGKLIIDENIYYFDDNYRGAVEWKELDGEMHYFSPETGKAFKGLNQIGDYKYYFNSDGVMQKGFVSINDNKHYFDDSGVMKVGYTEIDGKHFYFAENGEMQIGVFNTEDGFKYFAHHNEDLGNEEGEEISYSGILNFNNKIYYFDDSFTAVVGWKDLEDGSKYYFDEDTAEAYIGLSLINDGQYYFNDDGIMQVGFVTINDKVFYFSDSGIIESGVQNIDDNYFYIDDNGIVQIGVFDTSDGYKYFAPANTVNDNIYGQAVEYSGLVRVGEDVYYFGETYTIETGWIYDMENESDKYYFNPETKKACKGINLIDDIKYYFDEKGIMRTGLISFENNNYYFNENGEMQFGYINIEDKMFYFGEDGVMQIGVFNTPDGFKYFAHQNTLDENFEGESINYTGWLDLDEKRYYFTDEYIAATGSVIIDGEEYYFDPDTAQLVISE
Active calls of the source: *; i = inactive; ? = inconclusive; . = no result given. Rule as the data show it, unless noted: active = inhibition above about 30%; inconclusive = no clear call, values can overlap the other calls; inactive = below that. The list is partial; count on the stated rates, not on these rows.

SMILES	Anthrax LF prot	SARS 3CLpro inh	PriA SSB inh	CCHFV vOTU inh	Yp Topo-I inh	Vc quorum ag	PfHsp40 rescue	BoNT-A LC inh2	VHR inh abs	TcdB GH inh
CC(=O)CSc1nc2cc3c(cc2cc1C#N)OCCO3	0	1	7	-3	2	-0.5	0.6	3.6	4	0.5
CC1(c2ccc3ccccc3c2)NC(=O)N(CC(=O)N2CCN(S(=O)(=O)c3ccccc3F)CC2)C1=O (configuration not stated)	-1	0	9	-8	31	i	-0.5	1.1	-9	-1.3
CC(C)(C)NC(=O)COc1ccc(-c2ccccc2)cc1	-5	-1	-9	3	20	i	0.3	-2.7	8	.
O=C(COc1ccccc1F)N1N=C(c2cccs2)CC1c1ccco1 (configuration not stated)	?	.	2	4	-3	i	-0.5	?	.	0.1
CCN(CC(=O)NCc1ccc(Cl)cc1)C(=O)CN1C(=O)NC(CC)(c2ccccc2)C1=O (configuration not stated)	2	0	-3	2	13	-0.1	-1.6	-3.9	14	0.6
Cc1ccc(SCC(=O)NCC2CCCO2)cc1 (configuration not stated)	-3	1	-4	2	-9	i	-0.2	-0.2	7	1.0
CCN(CC)S(=O)(=O)c1cccc(C(=O)NCC(c2ccccc2)N(C)C)c1 (configuration not stated)	-6	6	0	-1	17	-0.3	97*	-0.6	-8	1.4
Nc1ccccc1NC(=O)c1ccccc1	0	6	-7	-10	5	0.3	-1.2	-0.4	8	.
O=C(COC(=O)c1ccccc1C(=O)c1ccc(Cl)c([N+](=O)[O-])c1)NC1CCCCCC1	0	4	-5	-4	-7	-2.2	-0.7	-0.6	-14	.
CCCCC(=O)Nc1nn(CC)c2nc3c(C)cccc3cc12	14	-2	-13	-22	-2	i	1.1	0.1	34	0.6
O=C(OCC(=O)N1CCOCC1)c1cc(F)c(F)cc1Cl	-2	-4	5	9	4	-0.9	0.9	0.4	18	0.0
COn1c(SCc2cccc(Cl)c2)nc2ccccc2c1=O	-2	4	-23	3	20	i	-0.9	-2.5	30	.
C=CCNC(=S)NNC(=O)c1csc(C)c1CC	0	3	0	-12	1	i	-0.7	-1.0	35	.
COC(=O)C(Cc1ccc(OC(=O)c2ccccc2Cl)cc1)N1Cc2ccccc2C1=O (configuration not stated)	-2	6	-16	17	-6	-0.3	0.7	0.3	-8	.
Cc1cc(NC(=O)COC(=O)C(Cc2ccccc2)NC(=O)c2ccco2)no1 (configuration not stated)	1	-1	-11	7	-10	0.7	0.4	-0.3	12	.
Oc1ccc(/C=N/Nc2cccc(Cl)n2)c(O)c1	-20	-4	.	-6	-13	i	5.0	-0.8	11	1.8
Oc1cccnc1Sc1cccc(C(F)(F)F)c1	.	.	2	-9	-7	-0.2	0.7	.	.	-1.6
CCOC(=O)C(=NCCCN1CCOCC1)NNc1cccc(C(F)(F)F)c1	-6	0	10	2	-7	-0.3	2.6	-0.2	-33	-5.5
Cn1ccs/c1=N\C(=O)Nc1cccc(Cl)c1	1	2	.	-7	-3	-0.2	0.3	0.7	28	0.7
CCNC(=O)CC1C(=O)N(c2ccc(F)cc2)C(=O)N1Cc1ccccn1 (configuration not stated)	-3	-1	0	-5	-8	-0.2	-1.3	-0.8	28	.
C=CCNCCCCOc1ccc(OCC)cc1	1	-6	-16	3	2	0.3	-0.7	1.1	33	0.7
CCc1nc(SCC(=O)O)c2c3c(sc2n1)COC(C)(C)C3	-1	4	0	-2	1	-0.6	-0.9	-1.8	-41	-0.2
Cc1nnc(SCC(=O)c2ccc(Cl)cc2)s1	6	1	2	4	-7	-0.2	-0.5	-1.3	14	-2.6
COc1ccc(-c2ccc(CCC(=O)O)n2CC(=O)Nc2cccc(OC)c2)cc1	-6	1	4	-1	-8	0.4	2.1	0.5	29	0.2

Rewritten with bars between the fields: entries from further up
SMILES | Anthrax LF prot | SARS 3CLpro inh | PriA SSB inh | CCHFV vOTU inh | Yp Topo-I inh | Vc quorum ag | PfHsp40 rescue | BoNT-A LC inh2 | VHR inh abs | TcdB GH inh
Cc1nnc(SCC(=O)c2ccc(Cl)cc2)s1 | 6 | 1 | 2 | 4 | -7 | -0.2 | -0.5 | -1.3 | 14 | -2.6
CCc1nc(SCC(=O)O)c2c3c(sc2n1)COC(C)(C)C3 | -1 | 4 | 0 | -2 | 1 | -0.6 | -0.9 | -1.8 | -41 | -0.2

(next part)
SMILES	Anthrax LF prot	SARS 3CLpro inh	PriA SSB inh	CCHFV vOTU inh	Yp Topo-I inh	Vc quorum ag	PfHsp40 rescue	BoNT-A LC inh2	VHR inh abs	TcdB GH inh
NNC(=O)c1cc2cc(Oc3ccccc3)ccc2[nH]1	-5	1	0	-9	-3	-0.3	-1.3	-2.1	14	-0.2
CCNC(=O)c1ccc(N(C)S(=O)(=O)c2cccs2)cc1	-1	4	-1	-2	-10	i	-0.5	-0.5	0	1.8
CC(Cc1ccccc1)NC(=O)CC(c1ccccc1)c1ccccc1O (configuration not stated)	-11	1	-3	8	13	i	-0.8	-1.9	0	-0.2
CN1C(=O)CC(c2ccco2)Sc2ccccc21 (configuration not stated)	1	-1	-10	-2	4	1.0	0.1	-3.9	32	.
CN(C)c1nc(Cl)nc(N(C#N)CCOc2ccccc2)n1	-4	-3	-5	7	18	i	1.8	-0.5	26	1.4
NC(=O)C1CCCN(C(=O)c2ccc(Cl)cc2)C1 (configuration not stated)	-4	-1	-27	0	8	-2.5	-0.2	-1.2	-11	-2.2
CC(C)(C)OC(=O)C[C@H]1C/C=C\C[C@@H](CC(=O)N[C@@H](CO)Cc2ccccc2)C(=O)N2CCC[C@H]2COC1=O	-6	.	.	-7	16	-0.6	-1.1	-0.5	.	2.7
O=C(O)CCCN1C(=O)C2C3CC(C2C1=O)C1C(c2ccccc2)c2sc(=O)n(-c4ccccc4)c2SC31 (configuration not stated)	-5	4	-4	9	21	-0.2	0.0	-0.6	1	0.1
COC(=O)CC1(C(=O)OC)Oc2ccc(Br)cc2C(=O)N1c1cc(Cl)c(Cl)cc1Cl (configuration not stated)	3	2	-3	3	-3	i	8.1	-0.6	-18	4.7
COC(=O)c1ccc(N(CC(=O)NCC2CCCO2)C(=O)CCC(=O)Nc2cc(C)on2)cc1 (configuration not stated)	5	0	-2	14	1	-0.8	0.0	0.5	23	1.5
C=CCc1ccc(OCC(O)CO)c(OC)c1 (configuration not stated)	0	3	-2	0	-3	i	-0.5	0.2	-2	0.7
Cc1nn(C)c(C)c1NS(=O)(=O)c1ccccc1	-1	-3	1	6	4	i	0.4	-0.3	27	.
N#Cc1cc([N+](=O)[O-])ccc1NCC1CCCO1 (configuration not stated)	-2	-4	4	8	-4	i	1.2	-1.9	40	0.6
c1ccc(NCC2OCc3ccccc3CO2)cc1	-2	-3	0	-16	1	-0.3	-1.4	-1.5	-11	.
CC(=O)c1sc(NC(=O)c2c(F)cccc2F)nc1C	-2	0	-7	16	-2	i	0.3	0.0	-8	.
COc1ccc2c(c1)c1c3n2CCN(C)C3=NCC1	-8	4	-12	5	-2	i	-0.4	-0.4	0	.
Cc1ccc(N(CCCCN2C(=O)c3ccccc3C2=O)C(=O)c2cccc([N+](=O)[O-])c2)cc1	-1	2	-10	9	6	5.3	0.4	1.1	18	.
CCCCN(CC)CCCNC(=O)c1ccc(CSc2nc3ccncc3[nH]2)cc1	0	-3	-8	2	5	i	1.3	0.7	4	1.0
COc1ccc(Cc2nnc(NC(=O)C3CCN(C(=O)c4ccco4)CC3)s2)cc1	7	1	-3	5	32	i	-0.9	-0.5	12	0.1
O=C(NCC1CCOCC1)c1cccc2c(-c3cccnc3)coc12	-6	.	.	1	-3	-0.4	.	-0.4	.	1.1
CCOc1ccc(Cc2n[nH]c(=S)n2Cc2ccccc2)cc1	-4	1	8	2	9	-0.3	1.9	0.4	2	2.3
Cc1c(N2C(=O)CSC23C(=O)Nc2ccccc23)c(=O)n(-c2ccccc2)n1C (configuration not stated)	0	4	-12	1	-5	-1.6	-0.3	-0.1	10	1.1
CN1C[C@H]2CON(C)[C@H]2C[C@H]1c1cccc(Br)c1	-2	.	-8	-1	5	-0.2	-0.6	-0.4	.	1.0
C/C(=C\C(=O)N1CCc2ccccc21)C(=O)O	8	6	-9	2	-2	i	0.7	0.2	19	.

Entries of single compounds as entered above:
Record of `C/C(=C\C(=O)N1CCc2ccccc21)C(=O)O` = Anthrax LF prot: 8; SARS 3CLpro inh: 6; PriA SSB inh: -9; CCHFV vOTU inh: 2; Yp Topo-I inh: -2; Vc quorum ag: i; PfHsp40 rescue: 0.7; BoNT-A LC inh2: 0.2; VHR inh abs: 19; TcdB GH inh: .
Record of `Cc1ccc(N(CCCCN2C(=O)c3ccccc3C2=O)C(=O)c2cccc([N+](=O)[O-])c2)cc1` = Anthrax LF prot: -1; SARS 3CLpro inh: 2; PriA SSB inh: -10; CCHFV vOTU inh: 9; Yp Topo-I inh: 6; Vc quorum ag: 5.3; PfHsp40 rescue: 0.4; BoNT-A LC inh2: 1.1; VHR inh abs: 18; TcdB GH inh: .

(cont.)
SMILES	Anthrax LF prot	SARS 3CLpro inh	PriA SSB inh	CCHFV vOTU inh	Yp Topo-I inh	Vc quorum ag	PfHsp40 rescue	BoNT-A LC inh2	VHR inh abs	TcdB GH inh
Cc1cc([N+](=O)[O-])nn1CC(=O)N(C)Cc1ccccc1	-5	7	-18	-13	3	-1.5	-0.3	0.3	20	0.6
Cc1noc(C)c1C(=O)Nc1nc2ccc(S(C)(=O)=O)cc2s1	6	4	16	5	13	-0.7	-2.2	12	26	1.8
Cc1ccc(NS(=O)(=O)c2cc(C(=O)OCC(=O)NCC3CCCO3)ccc2C)cc1 (configuration not stated)	2	1	4	-6	8	-0.2	0.4	0.6	17	-0.6
Fc1ccc(N2CN(Cc3cccnc3)CNC2=S)cc1	.	4	-13	-6	-5	-0.4	.	.	13	1.3
O=C(NC(=S)Nc1cccnc1)c1ccccc1	-4	0	-3	6	-4	-0.5	-1.2	4.1	0	-0.2
CCc1nc2ccc(C(=O)N(C)CCN(C)C)cn2c1N(C)CCC(C)C	-2	.	.	-7	-4	-3.3	.	-0.1	.	0.4
CCc1nc2ccc(C(=O)NCc3ccc(OC)cc3)cn2c1N(C)C(=O)Cc1ccccc1	-8	.	.	11	-4	i	.	-0.1	.	-9.1
CS(=O)(=O)Cc1ccc(C(=O)N2CCN(C(=O)c3cccs3)CC2)cc1	-4	.	-7	-2	-7	i	-0.2	-1.0	.	-0.3
CC(Oc1ccc(F)cc1)C(O)CCN(C)C (configuration not stated)	0	0	2	8	-1	i	0.4	-0.7	2	0.0
O=c1ccc(Cc2ccc(Cl)cc2)n[nH]1	0	3	-13	2	2	-0.2	0.6	0.1	12	0.9
CCN(CC(=O)Nc1ccc(NC(C)=O)cc1)C(=O)CSCc1c(C)noc1C	.	.	1	0	-1	0.0	1.0	.	.	2.0
CCC(C)c1ccc(O)c(N)c1 (configuration not stated)	-3	2	6	-2	5	-14	2.2	0.1	9	.
CC(Nc1nc(-c2ccc(F)cc2)cs1)c1nc2cc(Cl)c(N3CCCCC3)cc2n1CCOCCO (configuration not stated)	-6	.	5	8	21	-0.6	1.3	-0.2	.	0.8
COc1ccc(OC)c(C(c2nnnn2C(C)(C)C)N2CCc3ccccc3C2)c1 (configuration not stated)	0	-4	3	2	39	-3.4	-1.9	0.1	32	.
CCN1CCN(CCCNC(=O)CS(=O)(=O)Cc2nc(-c3ccccc3C)oc2C)CC1	1	-3	2	19	1	-0.4	-0.7	1.8	90	1.6
COc1ccccc1CC(=O)NNS(=O)(=O)c1ccc([N+](=O)[O-])cc1	0	-1	-5	7	-1	0.0	1.9	-0.9	2	-2.4
Cc1ccc(C(=O)Nc2cccc(C(O)c3ccccc3)c2)cc1 (configuration not stated)	1	.	-5	-8	-14	i	0.4	2.5	.	2.5
Cc1ccc(S(=O)(=O)c2nc(S(C)(=O)=O)sc2N2CCOCC2)cc1	0	2	-10	0	-8	-0.2	-1.8	7.3	19	0.6
